High-throughput results: PubChem BioAssay, several laboratories
RGS4-Gao reg: modulates binding of RGS4 to human Galphao; Multiplexed bead flow cytometry; actives lie on both sides; binding response (% of control), % at 10 µM; P09471; 220,000 tested, 0.33% active; in the data active = binding response below about 49% or above about 150%; inactive = in between;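 note: fluorescent Galphao activated with aluminum fluoride binding bead-coupled RGS4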
Target sequence (P09471 whole entry, looked up): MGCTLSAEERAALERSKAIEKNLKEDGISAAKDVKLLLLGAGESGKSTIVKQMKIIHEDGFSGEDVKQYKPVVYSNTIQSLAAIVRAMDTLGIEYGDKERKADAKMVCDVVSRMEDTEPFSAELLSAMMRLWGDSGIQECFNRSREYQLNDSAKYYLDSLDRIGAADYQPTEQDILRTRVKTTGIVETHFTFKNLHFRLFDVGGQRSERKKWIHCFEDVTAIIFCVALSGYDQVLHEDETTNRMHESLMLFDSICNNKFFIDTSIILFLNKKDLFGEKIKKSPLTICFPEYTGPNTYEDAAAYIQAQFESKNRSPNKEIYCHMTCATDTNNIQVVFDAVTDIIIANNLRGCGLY
Mcl1-Noxa inh: disrupts binding of human Mcl-1 to Noxa peptide. Q07820. inhibition, % at 21.7 µM. TR-FRET Mcl-1/Noxa peptide binding, 2 h. AID 1022. 220,000 tested, 1.5% active;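 active = compounds that cut the protein-peptide binding signal by more than 50% relative to plate controls in a single-dose test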;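 note: His-tagged Mcl-1 with rhodamine Noxa BH3 peptide and terbium anti-His antibody; 0% = Mcl-1 plus Noxa peptide wells and 100% = peptide-only wells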
Target sequence (Q07820 whole entry, looked up): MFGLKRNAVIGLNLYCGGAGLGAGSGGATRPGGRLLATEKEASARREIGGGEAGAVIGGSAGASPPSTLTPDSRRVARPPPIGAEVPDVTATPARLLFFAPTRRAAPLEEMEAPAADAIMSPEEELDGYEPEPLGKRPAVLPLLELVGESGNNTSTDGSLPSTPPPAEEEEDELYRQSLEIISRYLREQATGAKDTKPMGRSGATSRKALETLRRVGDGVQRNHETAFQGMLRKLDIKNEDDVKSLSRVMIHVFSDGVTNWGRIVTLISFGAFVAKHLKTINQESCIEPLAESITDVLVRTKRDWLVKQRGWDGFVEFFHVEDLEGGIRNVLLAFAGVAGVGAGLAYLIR
Bim-Bcl-2: inhibitors of Bim-Bcl-2 interaction, human; Bead-based flow cytometry, Bim peptide-Bcl-2 binding; inhibition, % at 10 µM; 190,000 tested, 0.06% active; AID 950; in the data active = inhibition above about 40%; inconclusive = no clear call, values can overlap the other calls;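 note: 0% = no compound wells with probe peptide and 100% = reference peptide inhibitor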
Mcl1-Bid inh: disrupts binding of human Mcl-1 to Bid peptide; 220,000 tested, 0.97% active; Q07820; AID 1021; TR-FRET Mcl-1/Bid-Dy647 peptide binding, 1536-well; inhibition, % at 21.7 µM;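 active = compounds that cut the binding signal by more than half at the single screening dose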;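 note: His-tagged Mcl-1 with europium anti-His antibody binding Bid BH3 peptide; 0% = Mcl-1 plus peptide wells and 100% = peptide-only wells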
Bim-Bcl-XL: inhibitors of Bim-Bcl-XL interaction, human | Q07817 | Bim peptide-Bcl-XL binding, bead flow cytometry, fluorescence | inhibition, % at 10 µM | 190,000 tested, 0.04% active | AID 1007
RGS7-Gao: regulators of human RGS7-Galphao interaction. P09471. Multiplexed bead flow cytometry, RGS7-Galphao binding; actives lie on both sides. binding response (% of control), % at 10 µM. 220,000 tested, 0.35% active. AID 1439; in the data active = binding response below about 49% or above about 150%; inconclusive = no clear call, values can overlap the other calls; inactive = in between;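 note: fluorescent Galphao held in activated GDP-AlF4 state binding bead-coupled RGS7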
Mcl-1 Bim block: human Bim-Mcl-1 interaction inhibition; inhibition, % at 10 µM; Q07820; 190,000 tested, 0.1% active; Bead-based flow cytometry, Bim peptide-Mcl-1 binding;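 note: 0% = no compound tracer wells and 100% = peptide blocker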
RGS8-Gao reg: modulates binding of RGS8 to human Galphao; 220,000 tested, 0.34% active; P09471; response (percent of control binding), % at 10 µM; multiplexed bead flow cytometry; actives lie on both sides; in the data active = response below about 60% or above about 140%; inactive = in between;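 note: Galphao activated as the GDP aluminium fluoride complex binding bead-coupled RGS8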
Bcl-B Bim block: inhibitors of Bim-Bcl-B interaction, human; Q9HD36; bead-based flow cytometry, Bim peptide-Bcl-B binding; inhibition, % at 10 µM; 190,000 tested, 0.073% active; AID 951;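 note: 0% = tracer peptide without compound and 100% = reference inhibitor peptide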
Target sequence (Q9HD36 whole entry, looked up): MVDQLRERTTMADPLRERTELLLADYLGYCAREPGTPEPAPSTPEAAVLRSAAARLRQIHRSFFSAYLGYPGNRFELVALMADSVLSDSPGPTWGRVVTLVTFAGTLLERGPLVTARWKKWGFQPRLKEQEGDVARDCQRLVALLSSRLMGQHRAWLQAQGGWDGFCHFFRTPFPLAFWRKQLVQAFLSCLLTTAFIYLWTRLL
Bim-Bcl-W: human Bim-Bcl-W interaction inhibition. 190,000 tested, 0.02% active. bead-based flow cytometry, Bim peptide-Bcl-W binding. inhibition, % at 10 µM. Q92843. AID 952;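 note: 0% = bound tracer without compound and 100% = peptide blocker; higher means less fluorescent Bim peptide bound to Bcl-W beads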
Bfl-1 Bim block: disrupts Bim binding to human Bfl-1 | inhibition, % at 10 µM | Q16548 | Bead-based flow cytometry, Bim-Bfl-1 binding inhibition | 190,000 tested, 0.12% active;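 note: 0% = wells without compound plus tracer and 100% = blocker peptide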
Numbers without * were called inactive; ? = inconclusive; · = no result given. Cut-off read from the data, not from the text of the source, unless noted: active = inhibition above about 40%.

SMILES	RGS4-Gao reg	Mcl1-Noxa inh	Bim-Bcl-2	Mcl1-Bid inh	Bim-Bcl-XL	RGS7-Gao	Mcl-1 Bim block	RGS8-Gao reg	Bcl-B Bim block	Bim-Bcl-W	Bfl-1 Bim block
O=C(CCC1CCCN(C(=O)C2(c3ccccc3)CC2)C1)N1CCN(c2ccccn2)CC1 (configuration not stated)	85	4	-2	-8	-1	92	0	93	-3	-2	-4
COC(=O)c1ccccc1NC(=O)c1cc([N+](=O)[O-])nn1Cc1ccccc1	102	-5	-6	-5	-4	99	-4	104	-5	-3	-3
CN(CC(=O)c1c(N)n(C)c(=O)n(C)c1=O)c1ccccc1	99	-1	0	-38	0	103	-2	101	-5	0	-5
CCO[C@H]1OC(C(=O)Nc2ccccc2)=C[C@@H](c2ccc(C(F)(F)F)cc2)[C@@H]1CCCO	101	8	-5	30	0	98	-3	98	-7	0	-3
CCOc1cc(C=O)ccc1OCC(=O)NC(C)(C)C	105	4	-5	-24	-3	105	-3	101	-3	-5	-6
CSCCC1COC(c2cccs2)=N1 (configuration not stated)	104	-3	0	-31	-6	89	0	106	-3	3	-2
O=C(NC1CCCCC1)C1CCN(S(=O)(=O)c2cccs2)CC1	99	12	-8	-1	-6	100	-2	103	-4	0	-12
Fc1ccc(NC(=S)N2N=CCC2c2ccccc2)cc1 (configuration not stated)	97	0	-4	-73	-3	100	0	102	-7	-2	-13
C/C(=N\NC(=O)c1c[nH]c2ccccc12)c1ccc(C)o1	99	4	-5	3	-6	99	0	101	-5	2	-8
CCCN(CCC)C1=N/C(=C\c2ccco2)C(=O)N1c1ccccc1	100	-25	0	-36	-2	96	-4	101	-1	-2	5
CCOC(=O)C1=C(C)NC(SCC(N)=O)=C(C#N)C1c1ccccc1 (configuration not stated)	98	-2	-2	-18	0	98	-3	106	-1	-2	-1
CCN(CC(=O)NC1CCS(=O)(=O)C1)S(=O)(=O)c1cccc(C(C)=O)c1 (configuration not stated)	98	-11	-1	-17	-1	?	2	102	-4	-2	-6
CN1C(=S)SC(N(O)C(=O)Nc2ccccc2)C1(C)C (configuration not stated)	99	-10	-1	-7	-1	97	2	100	-5	0	-9
O=C1CN(C(=O)C2CCCC2)CCN1	103	24	-9	-22	1	99	-3	106	-2	1	-10
COc1ccc(S(=O)(=O)NNC(=O)c2csc(-n3nc(C)cc3C(F)(F)F)n2)cc1	99	8	-8	0	-6	98	0	98	-6	0	-19
CCNC(=S)Nc1scc(-c2ccccc2)c1C(=O)OCC	101	7	-1	-82	-1	100	-3	96	-14	2	2
CCN(C(=O)CSc1nnnn1-c1cc(C)ccc1OC)C1CCS(=O)(=O)C1 (configuration not stated)	100	-19	-5	-56	-3	101	-4	98	-3	-2	-7
CCC(=O)NC(c1ccc(OC)cc1)c1c(O)ccc2ccccc12 (configuration not stated)	103	5	-3	-8	0	103	0	101	-4	0	-5
O=C(Nc1ccccc1N1CCCCC1)c1ccc(N2C(=O)c3ccccc3C2=O)cc1	104	17	-14	-28	-13	98	-5	99	-12	-8	-21
CC1(C)OC(=O)C(=C2CCCN2)C(=O)O1	105	-14	1	-5	-1	108	17	104	-1	11	-2
O=C(NCc1ccc2c(c1)OCO2)C1CCN(S(=O)(=O)c2cccc3nsnc23)CC1	99	7	-5	-23	-11	102	0	101	-6	4	-8
CCCCCN1C(=O)Cn2c(nc3ccccc3c2=O)C1C (configuration not stated)	98	-9	-1	-12	-3	96	1	98	-3	0	-5
Cc1cc(C(=O)N/N=C/c2cccc([N+](=O)[O-])c2O)n[nH]1	79	36	-2	-80	-10	76	-8	85	-5	-8	-4
CCCOC(=O)NC1CCS(=O)(=O)C1 (configuration not stated)	98	-1	0	14	0	96	-4	99	-1	-1	0
COc1ccc(S(=O)(=O)N2CCCC(C(=O)Nc3ccc(NC(=O)c4ccccn4)cc3)C2)cc1 (configuration not stated)	100	-1	-2	-8	-1	100	-1	101	0	0	-3

Entries of single compounds, looked up by structure. Order of values: RGS4-Gao reg, Mcl1-Noxa inh, Bim-Bcl-2, Mcl1-Bid inh, Bim-Bcl-XL, RGS7-Gao, Mcl-1 Bim block, RGS8-Gao reg, Bcl-B Bim block, Bim-Bcl-W, Bfl-1 Bim block
CCNC(=S)Nc1scc(-c2ccccc2)c1C(=O)OCC is listed as 101, 7, -1, -82, -1, 100, -3, 96, -14, 2, 2
O=C(NCc1ccc2c(c1)OCO2)C1CCN(S(=O)(=O)c2cccc3nsnc23)CC1 is listed as 99, 7, -5, -23, -11, 102, 0, 101, -6, 4, -8
O=C1CN(C(=O)C2CCCC2)CCN1 is listed as 103, 24, -9, -22, 1, 99, -3, 106, -2, 1, -10
CCN(C(=O)CSc1nnnn1-c1cc(C)ccc1OC)C1CCS(=O)(=O)C1 (configuration not stated) is listed as 100, -19, -5, -56, -3, 101, -4, 98, -3, -2, -7
Cc1cc(C(=O)N/N=C/c2cccc([N+](=O)[O-])c2O)n[nH]1 is listed as 79, 36, -2, -80, -10, 76, -8, 85, -5, -8, -4

Next section:
SMILES	RGS4-Gao reg	Mcl1-Noxa inh	Bim-Bcl-2	Mcl1-Bid inh	Bim-Bcl-XL	RGS7-Gao	Mcl-1 Bim block	RGS8-Gao reg	Bcl-B Bim block	Bim-Bcl-W	Bfl-1 Bim block
CC(C)OC(=O)CSc1nnc(Cc2ccccc2)n1Cc1ccco1	89	-8	-8	0	0	94	0	92	-5	0	-12
CCOC(=O)c1c(C)c(C(=O)NCCc2ccc(S(N)(=O)=O)cc2)c(C)n1CC	109	9	-12	-18	-8	115	-6	120	-13	-5	-22
COc1ccc(Cc2nnc(SCc3nc4ccccc4c(=O)[nH]3)n2C)cc1	100	-8	-14	-11	-7	99	-4	99	-8	-1	-19
CC1(C)CC(C(CC(=O)Nc2nccs2)c2ccccc2)CCO1 (configuration not stated)	106	-1	-2	-6	-6	104	-3	100	-8	-6	-1
CCC(C)NC(=O)C1c2ccccc2C(=O)N1Cc1ccccc1OC (configuration not stated)	92	25	-5	-15	1	94	-1	97	-2	-1	0
COC(=O)c1cc2n(n1)CCN(Cc1ccccc1Cl)C2=O	101	0	1	-19	10	98	0	95	1	1	3
CC1(C)CC(NC(=O)COc2ccccc2Cl)CC(C)(C)N1	98	6	-2	-6	2	95	0	105	0	2	-7
CCN1CCN(C(c2cccs2)C(C)NC(=S)Nc2cc(C)ccc2C)CC1 (configuration not stated)	105	1	·	-50	·	?	·	103	·	·	·
COC(=O)CNC(=O)CCc1nnc(C2(c3ccc(Cl)cc3)CCC2)o1	103	0	-7	-11	-4	101	-3	103	-7	-2	-11
COCCNC(=O)c1cnn2c(C(F)(F)F)cc(-c3ccc4c(c3)OCO4)nc12	87	8	-2	-11	0	90	-1	100	2	3	-2
CC(CC(=O)O)CC(=O)Nc1ccccc1C(=O)O (configuration not stated)	100	15	-9	-5	-12	98	-7	101	-10	0	-11
Cc1ccc(C)c(Cn2nnc3c(=O)[nH]c(C(=O)Nc4ccc(F)cc4)nc32)c1	100	-28	-2	-29	-2	99	-3	99	-1	-3	-2
COc1ccc(CCC(C)Nc2ccc(F)cc2)cc1 (configuration not stated)	101	-4	4	-7	-2	103	-1	108	-6	1	10
COc1ccccc1OCc1nnc(SCC(=O)c2cc(Cl)ccc2OC)o1	97	-17	-5	-13	0	96	-4	101	-2	-2	-4
CCCSCCCNC(=O)c1cc2c(s1)CS(=O)(=O)C2	102	6	0	-36	0	100	1	101	-1	-2	0
COc1ccc(NC(=O)CSc2nc(O)cc(=O)n2-c2ccccc2OC)cc1	97	6	-2	-21	0	96	-2	101	0	0	-2
COc1cc(NC(=O)CN2C(=O)NC(C)(CCC(C)C)C2=O)cc(OC)c1 (configuration not stated)	103	4	-9	-21	0	98	1	105	-12	-1	-16
Cn1c(=O)c2c(ncn2CC(=O)OCc2ccccc2)n(C)c1=O	101	12	-6	-9	-5	99	0	101	-5	2	-9
CC(C)(C)OC(=O)N1Cc2cc3ccccc3nc2C1CO (configuration not stated)	105	1	·	-6	·	?	·	104	·	·	·
COc1cccc(CN(C)CC(=O)Nc2ccccc2C(C)C)c1	103	25	-6	45	0	?	2	101	3	-2	0
Cc1ccc(-c2ccc(=O)n(CC(=O)N3CCN(c4cc(Cl)ccc4C)CC3)n2)cc1	102	-1	-5	2	-4	100	-4	103	-4	-3	-2
CCOC(=O)C1CCN(c2c(N3CCN(c4ccccc4OC)CC3)c(=O)c2=O)CC1	101	8	-7	-4	-6	97	5	102	-8	-4	-8
Cc1ccc(Cc2cnc(NC(=O)/C(C#N)=C/c3ccc(-c4cccc([N+](=O)[O-])c4)o3)s2)cc1	87	25	-1	22	-2	93	-2	98	0	0	-1
COC(=O)[C@H](CC(C)C)NC(=O)Nc1cccc(Br)c1	108	-3	16	-57	21	105	7	110	10	13	18
COc1ccc(CC(=O)OCC(=O)Nc2ccc3c(c2)OCO3)cc1OC	96	17	3	-23	2	?	-3	99	3	-1	4

Later entries:
SMILES	RGS4-Gao reg	Mcl1-Noxa inh	Bim-Bcl-2	Mcl1-Bid inh	Bim-Bcl-XL	RGS7-Gao	Mcl-1 Bim block	RGS8-Gao reg	Bcl-B Bim block	Bim-Bcl-W	Bfl-1 Bim block
NS(=O)(=O)c1ccc(Nc2ncccc2[N+](=O)[O-])cc1	100	-15	0	-24	-5	103	0	102	-2	0	-9
Cc1cc(C(=O)OCC(=O)Nc2ccc(F)c(F)c2)c(C)o1	102	-6	-3	-15	-1	100	-2	100	-10	0	-14
CCOC(=O)N1CCC(NC(=O)c2ccc3nc4ccccc4c(=O)n3c2)CC1	105	1	0	9	6	99	10	103	0	8	-10
COc1cc(/C=C(\C#N)c2nc(-c3cc4ccccc4oc3=O)cs2)ccc1O	103	59*	1	64*	-4	99	-1	102	-18	-1	0
O=C(C1CCCN(CCCc2ccccc2)C1)N1CCCCC1 (configuration not stated)	103	27	0	13	-4	102	-2	99	-3	-1	1
Cc1ccccc1NC(=O)c1cc(N)ccc1N1CCCCC1	99	16	-1	-27	-1	100	-3	100	-5	0	-1
COc1ccc(NS(=O)(=O)c2ccc(NC(=S)NC(=O)c3cccnc3)cc2)nn1	99	14	4	-36	0	99	2	103	-3	2	1
CSC1=NCCN1C(=O)c1c(-c2c(F)cccc2Cl)noc1C	99	0	·	1	·	?	·	103	·	·	·
CCCOc1ccc(N2C(=O)CC(NCCNc3ccc([N+](=O)[O-])cn3)C2=O)cc1 (configuration not stated)	99	15	·	-28	·	?	·	99	·	·	·
Cc1ccnc(NS(=O)(=O)c2ccc(NC(=O)c3c(-c4ccccc4Cl)noc3C)cc2)n1	104	-10	?	4	·	104	·	103	·	·	·
CCN(CC)S(=O)(=O)c1cccc(C(=O)N[C@H](C(=O)Nc2nc3ccccc3s2)C(C)C)c1	99	25	0	2	1	100	0	98	3	0	7
CCCC(=O)Nc1nc2ccc(OC)cc2s1	100	-3	-9	-4	-6	104	-2	100	-6	-7	-10
Cc1noc(C)c1S(=O)(=O)Nc1ccc(C(=O)O)cc1	99	19	-6	6	-6	102	-1	98	-5	0	-14
CCOc1cc(C(=O)N2CCN(c3ccc(C(C)=O)cc3)CC2)cc(OCC)c1OCC	96	16	1	7	1	100	0	101	1	5	2
COc1ccc(NC(=O)C2CCN(C(=O)c3cccs3)CC2)cc1OC	100	12	-8	-8	-2	103	0	99	-9	0	-8
CCC1=C(OC(=O)N(CC)CC)N2C(=O)OC(=NCCc3c[nH]c4ccccc34)[C@]2(Cc2ccccc2)[C@H]2C1=CC[C@H]1C(=O)NC(=O)[C@H]12	94	19	·	-109	·	?	·	99	·	·	·
